Screening data (PubChem)
TPT1 inh: inhibitors of Candida albicans tRNA 2'-phosphotransferase TPT1. recombinant caTPT1, FP RNA substrate dephosphorylation. inhibition, % at 5 µM. 0.81% of 300,000 active;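 active = inhibition above the mean of all tested compounds plus 3 SD, set per screening campaign, cut at about 24% in these data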;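 also: plate controls were DMSO alone for no effect and ferristatin control at 100 nM for full effect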
PP1 inh: counter-screen for PP5 inhibitors: inhibitors of human PP1-alpha | P62136 | purified PP1alpha, OMFP fluorescence | inhibition, % at 6.7 µM | 0.9% of 320,000 active | AID 2235;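 active = inhibition above the mean inhibition of all tested compounds plus 3 SD, computed separately for each screening campaign, cut at about 15% in these data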
Target sequence (P62136 whole entry, looked up): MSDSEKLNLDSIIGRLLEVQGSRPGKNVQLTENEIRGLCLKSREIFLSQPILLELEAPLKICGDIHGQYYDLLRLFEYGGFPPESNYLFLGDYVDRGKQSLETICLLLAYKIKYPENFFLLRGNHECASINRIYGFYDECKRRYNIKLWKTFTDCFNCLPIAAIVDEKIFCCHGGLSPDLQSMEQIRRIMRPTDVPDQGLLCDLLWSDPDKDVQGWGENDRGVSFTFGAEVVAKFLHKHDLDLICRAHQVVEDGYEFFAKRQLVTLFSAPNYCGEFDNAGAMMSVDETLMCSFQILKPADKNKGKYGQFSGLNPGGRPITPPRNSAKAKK
JMJD2C inh: blocks human GASC-1 demethylase activity; Q9H3R0; GST-JMJD2C(1-420) H3K9me3 demethylation, DELFIA europium; inhibition, % at 2.35 µM; 0.069% of 330,000 active; AID 2099;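 active = more than half of a compound's replicate wells show inhibition beyond 50%, single wells judged on their own value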;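 also: signal counts dimethyl H3K9 product captured on neutravidin plate; 0% = median of DMSO wells and 100% = 0.3 times that DMSO median; strong numbers were not always called active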
Target sequence (Q9H3R0 1-420 limits assumed): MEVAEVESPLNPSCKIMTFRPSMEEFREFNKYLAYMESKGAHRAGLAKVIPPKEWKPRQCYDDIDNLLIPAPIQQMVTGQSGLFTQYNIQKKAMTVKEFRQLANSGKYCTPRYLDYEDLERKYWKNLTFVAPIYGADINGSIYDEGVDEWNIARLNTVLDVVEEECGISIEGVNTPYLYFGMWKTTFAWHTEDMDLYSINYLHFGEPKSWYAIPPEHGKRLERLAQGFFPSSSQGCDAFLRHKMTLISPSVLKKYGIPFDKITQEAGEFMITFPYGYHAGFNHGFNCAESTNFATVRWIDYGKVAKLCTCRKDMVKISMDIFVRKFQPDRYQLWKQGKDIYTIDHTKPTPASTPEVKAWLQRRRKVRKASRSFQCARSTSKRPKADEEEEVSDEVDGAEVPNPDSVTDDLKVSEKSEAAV
CR mimetic SO: lowers age-related superoxide in aged yeast cells | 0.18% of 330,000 active | superoxide response (% of plate mean), % at 10 µM | AID 2690 | S. cerevisiae aged cells, superoxide DHE fluorescence; active compounds read low;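 active = superoxide response under a set limit, about three screen SD below normal, cut at about 65% in these data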;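 also: yeast aged for seven days with compound at 30 °C before DHE staining; 100% = average MFI of all compound-treated wells on the plate with controls excluded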
PP5 primary: PP5 (human) phosphatase inhibition | P53041 | purified PP5c, OMFP substrate fluorescence | inhibition, % at 6.7 µM | 0.18% of 320,000 active | AID 1987;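 active = inhibition above the campaign's mean inhibition across all tested compounds plus 3 SD, cut at about 9.5% in these data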;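 also: 0% = DMSO only and 100% = 100 µM cantharidin control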
EBNA-1 inh: blocks EBNA-1 binding to DNA. inhibition, % at 14.8 µM. 0.34% of 300,000 active. EBNA-1 DNA binding, fluorescence polarization. AID 1950; in the data active = inhibition above about 28%
CTSL1 counter: counter-screen for PFM18AAP inhibitors: inhibitors of F. hepatica cathepsin L1; recombinant F. hepatica cathepsin L1, Z-Leu-Arg-MCA fluorescence; inhibition, % at 5.96 µM; 0.49% of 300,000 active;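 active = inhibition above the mean of all tested compounds plus 3 SD, set per screening campaign, cut at about 17% in these data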;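 also: 0% = plate median of test compound wells and 100% = 1 µM Z-Phe-Ala-diazomethylketone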
HCV core dimer: HCV core protein dimerization inhibition | TR-FRET GST/Flag-core106 dimerization, 1536-well | inhibition, % at 5 µM | 0.33% of 300,000 active | AID 1899;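 active = inhibition above the mean of all tested compounds plus 3 SD, set per screening campaign, cut at about 45% in these data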
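Material: Tagged HCV core106 pair (GST and Flag) | Amount: GST-core106 13.5 nM, Flag-core106 17 nM | Medium: KF-containing HEPES buffer, pH 7.45, DTT, CHAPS, BSA | Reagent: Eu donor and XL665 acceptor anti-tag antibodies | Schedule: 4 h at 22.5 °C | Technique: Time-resolved FRET, ex 340 nm, em 617 and 671 nm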
ZTA DNA inh: ZTA (EBV) inhibition in EBNA-1 counter-screen; ZTA-DNA binding, fluorescence polarization; inhibition, % at 11 µM; 0.15% of 320,000 active; in the data active = inhibition above about 33%
Target sequence (P03206 whole entry, looked up): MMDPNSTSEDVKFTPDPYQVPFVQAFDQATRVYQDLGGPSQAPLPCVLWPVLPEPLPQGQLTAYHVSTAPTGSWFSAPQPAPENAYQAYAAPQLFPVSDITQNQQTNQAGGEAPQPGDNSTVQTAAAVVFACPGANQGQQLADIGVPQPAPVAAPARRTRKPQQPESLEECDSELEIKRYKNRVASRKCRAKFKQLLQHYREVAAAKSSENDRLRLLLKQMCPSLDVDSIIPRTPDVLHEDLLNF
An asterisk follows results filed as active; . = no result given; & = joins results of further samples.

Compound	EBNA-1 inh	JMJD2C inh	CR mimetic SO	PP1 inh	PP5 primary	ZTA DNA inh	TPT1 inh	HCV core dimer	CTSL1 counter
CCOC(=O)C1=C(O)/C(=C/c2cc(C)n(-c3ccccc3)c2C)N=C1C	0.6	0.4	96.6	-0.7	-0.4	-7.0	3.5	9.0	-0.9
Cc1noc(C)c1S(=O)(=O)N1CCC(C(=O)O)CC1	.	-1.9	86.5	-6.6	-1.1	8.5	.	.	.
CS(=O)(=O)Nc1ccc(C(=O)Nc2ccccc2C(=O)N2CCCC2)cc1	2.1	-8.1	84.8	-2.3	0.7	-0.6	-1.9	-0.7	2.7
O=C(Nc1ccccc1)N(O)c1ccc(Cl)cc1	-2.8	33.0	87.8	-1.3	2.1	4.6	2.1	-3.5	-0.5
Cn1c(/C=N/n2cnnc2)nc2ccccc21	0.2	6.6	129.3	0.8	0.0	5.2	-1.6	-3.2	7.8
COc1ccccc1N(CC(=O)NCCN1CCOCC1)S(=O)(=O)c1ccc(C)cc1	-17.8	92.1	104.5	-5.8	-0.4	-7.6	1.9	-2.4	-1.2
Nc1ncn(C2O[C@H](CO)[C@@H](O)[C@H]2O)c(=O)n1 (stereo partly drawn)	3.1	.	98.6	-2.5	0.4	4.5	-3.4	-3.4	-2.6
CC(C)(C)c1cc(-c2ccco2)c(C#N)c(SCC#N)n1	-3.0	4.7	110.8	1.8	1.9	12.1	-2.6	6.4	4.0
CC(C)(C)c1cc2cccnc2n1Cc1cccc(F)c1	3.2	4.5	95.0	2.2	-1.6	7.4	-1.8	-0.3	1.9
COc1cccc(/C=N/Nc2ccc(Cl)nn2)c1	-17.9	0.1	88.5	-4.3	3.0	-14.1	-0.6	-1.9	-0.1
C=CCNC(=S)NNC(=O)CSc1nc2ccccc2s1	-7.5	-0.8	120.7	-3.8	2.6	-6.1	-0.2	-1.5	-2.2
O=C(COc1ccc(S(=O)(=O)N2CCCC2)cc1Cl)NCc1ccc2c(c1)OCO2	13.8	-0.1	90.6	1.2	-3.5	0.3	0.5	4.2	4.7

Next section.
Compound	EBNA-1 inh	JMJD2C inh	CR mimetic SO	PP1 inh	PP5 primary	ZTA DNA inh	TPT1 inh	HCV core dimer	CTSL1 counter
COc1ccc2c(COC(=O)CCS(=O)(=O)c3ccc(C)cc3)cc(=O)oc2c1	2.0	8.2	92.3	-4.9	-2.4	13.6	1.1	16.3	-39.1
S=c1[nH]nc(-c2ccc(Cl)cc2)n1-c1cccnc1	-7.1	-4.5	108.1	-1.9	-0.7	-8.9	-2.0	0.0	6.1
O=C(COC(=O)CCC(=O)c1ccc(F)cc1)Nc1cccc(S(=O)(=O)N2CCCC2)c1	4.3	5.4	104.7	2.2	0.4	11.1	-1.4	3.1	-32.1
CCCn1c(SCC(=O)Nc2ccc3c(c2)OCO3)nc2c1c(=O)n(C)c(=O)n2C	10.2	-0.2	90.2	0.9	-1.0	1.1	-2.0	-9.6	5.4
Cc1ccc(/C=C/C(=O)N2CCN(S(=O)(=O)/C=C/c3ccccc3)CC2)o1	0.8	-2.9	89.3	1.0	3.0	-4.9	-0.8	4.3	4.3
CC(Oc1ccccc1)C(=O)N=C1SC2CS(=O)(=O)CC2N1Cc1ccccc1 (stereo not drawn)	-12.2	6.7	86.0	-5.9	-0.6	-14.0	1.8	1.3	1.7
CCN(c1ccccc1)S(=O)(=O)c1ccc(Cl)c(NC(=O)COC(=O)c2ccc[nH]c2=O)c1	3.5	-0.7	107.7	7.3	-0.4	-2.1	5.6	8.6	0.8
CCCCn1c(=S)[nH]c2ccccc2c1=O	-3.9	-0.2	112.1	1.1	4.5	-2.3	0.1	-8.8	-1.7
CCCCCC(=O)Nc1cccc(C2=NOC3(C2)C[C@@H](C(N)=O)N(C(=O)c2cc([N+](=O)[O-])cc([N+](=O)[O-])c2)C3)c1 (stereo partly drawn)	1.8	-4.6	104.9	0.5	4.4	6.2	2.5	4.5	-1.1
Cc1ccc(C(=O)NCCCNC(=O)c2ccco2)cc1C	-5.2	14.7	90.3	0.8	1.7	-7.5	0.8	-9.3	0.5
Cc1cccc(NS(=O)(=O)c2ccc3c(c2)CCC(=O)N3)c1	-16.9	-7.0	104.9	-2.3	3.4	-5.2	-2.9	-3.8	1.7
Cc1c(C(=O)NCc2ccc(F)cc2)oc2ccc(S(=O)(=O)N3CCOCC3)cc12	1.3	-3.7	104.0	2.4	1.9	5.6	-5.5	1.2	0.7

New compounds follow.
Compound	EBNA-1 inh	JMJD2C inh	CR mimetic SO	PP1 inh	PP5 primary	ZTA DNA inh	TPT1 inh	HCV core dimer	CTSL1 counter
C/C=C\C=C\C(=O)N1CC2(CC(c3cccc(NC(=O)CC)c3)=NO2)C[C@H]1C(N)=O (stereo partly drawn)	5.9	3.7	94.8	0.2	1.0	34.7*	0.6	48.4*	-0.9
COc1ccc(S(=O)(=O)NCCOc2ccccc2)cc1OC	10.9	2.4	80.2	-1.5	1.0	1.9	-1.9	-6.0	0.2
CC1(C)CC(=O)C=C(NNC(=O)c2ccccc2O)C1	2.9	-5.1	95.4	-6.2	2.1	5.3	38.8*	-4.8	-6.2
COc1ccc(CNC(=S)Nc2ccc(F)c(Cl)c2)cc1	14.9	-3.8	92.6	-0.5	4.7	2.7	0.1	5.0	-0.8
N#Cc1ccc(C(=O)Nc2cccc(NC(=O)c3ccco3)c2)c(F)c1	4.5	11.4	89.9	6.3	0.2	-5.9	-3.4	0.0	3.1
CCCc1cc(=O)oc2cc(OCC(=O)Nc3cc(C)on3)ccc12	6.2	1.3	134.0	-5.3	3.0	-4.0	-0.3	0.1	-0.9
COc1cccc(C(=O)NCC2CCN(c3ccc(S(=O)(=O)N4CCOCC4)cc3)CC2)c1	-1.6	-7.9&-2.5	103.4	-17.3	3.4	4.5	8.2	-6.1	-9.4
O=C(O)C1CCCN1c1ncnc2ccccc12 (stereo not drawn)	-3.0	7.4	96.6	-2.7	0.7	-4.5	-4.7	4.9	8.7
CCOC(=O)c1cccc2c1-c1ccccc1/C2=N/O	-3.0	0.4	150.2	2.0	7.4	-5.8	0.9	-0.8	4.3
O=C(COc1ncnc2ccc(Br)cc12)N1CCOCC1	2.1	-0.1	104.6	-4.8	0.3	-12.6	-2.9	-6.2	-3.4
Cc1cccc(C)c1NC(=O)CN1CCc2ccccc2C1	11.1	-8.5	119.4	-2.4	-3.2	0.1	-0.7	9.2	1.4
COc1ccc(C)cc1S(=O)(=O)Nc1cccnc1	-5.1	2.9	103.1	-4.4	-0.7	-3.4	-1.2	1.4	-3.0

The list goes on (6 carried over from the part before).
Compound	EBNA-1 inh	JMJD2C inh	CR mimetic SO	PP1 inh	PP5 primary	ZTA DNA inh	TPT1 inh	HCV core dimer	CTSL1 counter
COc1cccc(C(=O)NCC2CCN(c3ccc(S(=O)(=O)N4CCOCC4)cc3)CC2)c1	-1.6	-7.9&-2.5	103.4	-17.3	3.4	4.5	8.2	-6.1	-9.4
O=C(O)C1CCCN1c1ncnc2ccccc12 (stereo not drawn)	-3.0	7.4	96.6	-2.7	0.7	-4.5	-4.7	4.9	8.7
CCOC(=O)c1cccc2c1-c1ccccc1/C2=N/O	-3.0	0.4	150.2	2.0	7.4	-5.8	0.9	-0.8	4.3
O=C(COc1ncnc2ccc(Br)cc12)N1CCOCC1	2.1	-0.1	104.6	-4.8	0.3	-12.6	-2.9	-6.2	-3.4
Cc1cccc(C)c1NC(=O)CN1CCc2ccccc2C1	11.1	-8.5	119.4	-2.4	-3.2	0.1	-0.7	9.2	1.4
COc1ccc(C)cc1S(=O)(=O)Nc1cccnc1	-5.1	2.9	103.1	-4.4	-0.7	-3.4	-1.2	1.4	-3.0
Clc1ccc(C2Nc3cccc4cccc(c34)N2)cc1Cl	-20.2	1.5	91.9	1.3	1.4	-18.2	2.9	8.0	-2.2
Cc1ccccc1Nc1nc(N)nc(CSc2nnc3ccccn23)n1	-5.5	4.2	77.3	3.3	-0.5	-29.7	-2.1	3.4	5.4
COCCN(CC(=O)NCc1ccc(F)cc1)C(=O)CCC(=O)Nc1nccs1	9.6	-4.1	86.4	-4.3	-1.3	19.5	-5.3	-1.5	-1.4
COc1ccc(-c2nnc(SCC(=O)NC3CCCC3)n2C)cc1	-0.1	18.1	91.0	0.0	-1.0	-11.3	-0.1	0.6	-0.8
CC(OC(=O)c1cc(S(=O)(=O)Nc2ccc(F)cc2)ccc1Cl)C(=O)Nc1ccc2c(c1)OCCO2 (stereo not drawn)	-0.8	2.3	99.9	-0.4	0.7	-5.9	-2.2	-0.7	0.2
C=C(C)CN1CCN(c2ccc(N3C(=O)CCCC3=O)cc2[N+](=O)[O-])CC1	-10.9	-0.8	102.7	-5.0	0.5	-9.3	-0.6	-4.8	-4.1
COc1cc(/C=C/c2sc3ccccc3[n+]2CCCS(=O)(=O)[O-])ccc1O	6.1	0.6	79.9	2.6	6.0	8.3	85.5*	-34.4	13.3
CSc1ccc(CN2CCN(C(=O)CC(C)C)CC2)cc1	-17.2	-1.2	93.5	4.5	3.1	2.7	25.9*	-9.7	-0.8
COc1cc(Br)cc2cc(C(=O)N3CCN(C(=O)c4ccco4)CC3)c(=O)oc12	14.1	-2.4	109.8	-3.2	-0.6	10.9	-1.7	-6.7	1.0
Cc1c(NS(=O)(=O)c2ccc3c(c2)n(C)c(=O)n3C)c(=O)n(-c2ccccc2)n1C	-10.8	-2.2&-3.4	109.6	0.9	3.3	-7.2	-2.1	-2.9	-2.4
c1ccc(C[C@H]2CNCCN2CCCCC2CCCCC2)cc1	-4.8	-4.8	91.7	10.2	-1.5	-7.3	-1.1	-12.1	-1.8
O=C(OCC(=O)N1CCCCCC1)c1ccccc1Br	.	5.9	122.5	-4.0	1.0	0.1	.	.	.

Further entries.
Compound	EBNA-1 inh	JMJD2C inh	CR mimetic SO	PP1 inh	PP5 primary	ZTA DNA inh	TPT1 inh	HCV core dimer	CTSL1 counter
O=C(Nc1cccc(C(F)(F)F)c1)N1CCC(c2nc(-c3ccc(F)cc3)no2)CC1	10.2	2.7	125.9	2.8	6.7	0.7	1.8	2.4	4.0
CCOc1ccc2nc(SCC(=O)NCc3ccc(OC)c(OC)c3)[nH]c2c1	-10.3	-6.8	95.3	-0.7	3.0	-14.7	-0.3	-6.1	-1.8
CCOCCCN(C(=O)c1snc(C(N)=O)c1N)C(C(=O)NC1CCCC1)c1ccc(F)cc1 (stereo not drawn)	-1.2	-1.5	90.8	0.0	1.4	5.2	0.2	7.7	2.5
CC(OC(=O)CNS(=O)(=O)c1ccc2ccccc2c1)C(=O)N(C)c1ccccc1 (stereo not drawn)	-6.8	-16.4	110.6	-1.2	1.6	-5.3	-2.9	-1.5	-29.3
Cc1cccc(NC(=O)c2nc[nH]c2C(=O)N2CCc3ccccc3C2)c1	.	8.2	91.9	-2.6	4.6	1.7	.	.	.
CCCn1c(N)c(N(CCOC)C(=O)c2ccc(-c3ccc(Cl)cc3)o2)c(=O)[nH]c1=O	0.1	9.2	93.5	-5.7	-0.8	5.3	1.8	1.1	2.4
CC(/C=C/c1ccccc1)=N\Nc1ccccc1[N+](=O)[O-]	0.8	-8.5	98.6	-3.0	-1.9	3.8	-0.2	4.2	5.9
CC(=O)N1CCc2cc(S(=O)(=O)CCC(=O)N(C)c3cc(C)ccc3C)ccc21	-3.6	-14.4	132.0	1.9	0.8	8.0	1.8	1.6	5.5
COc1cc(C(=O)OCC(=O)N(C)C)cc(NC(=O)c2ccco2)c1OC	15.8	3.1	97.2	0.1	-0.8	19.0	-1.6	-1.9	0.0
Cc1occc1-c1nnc(SCc2nc3ccccc3c(=O)n2CC#N)n1C	2.7	1.6	100.3	0.9	0.5	-15.5	10.0	-3.0	-2.8
